# Assay outcomes from PubChem BioAssay.
# Nrf2 inh: Nrf2 pathway inhibition; A549 ARE-Fluc reporter, luciferase luminescence, 18-24 h; Potency, µM (titrated, usually from 46 µM), inactives show at the highest dose activity change, negative = inhibition, most hits filed as inhibitors; 360,000 compounds, 2.1% hits; further: potency means the concentration at half of the fitted maximal effect; on the % scale 0 is the no-effect control and ±100 the full control effect; nearly all actives have a fitted effect of over 60% in size
#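 In this cell-based qHTS, ARE-driven firefly luciferase in A549 cells reports Nrf2 activity; the luminescent signal after BugLite lysis is the measured value, with a prior CellTiter-Fluor read for cell health.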
# Mm-Cpn inhibitor: M. maripaludis TRiC chaperonin inhibition. purified Mm-Cpn ATPase, ADP Transcreener TR-FRET. Potency, µM (highest dose often 76.9 µM), for inactives: at the top dose activity, negative = inhibition, actives largely listed as inhibitors. 330,000 compounds, 0.031% hits. AID 504842; further: potency means the concentration at half of the fitted maximal effect; on the % scale 0 is the no-effect control and ±100 the full control effect; nearly all actives have a fitted effect of over 80% in size
#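 Reaction buffer contained 30 mM Tris pH 7.4, 100 mM KCl, 5 mM MgCl2 and 1 mM DTT. Mm-CPN (25 nM final) hydrolysed 10 uM ATP over 30 min at 37°C; ADP was read by HTRF.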
# Akt phos inh: Akt phosphorylation inhibition; Neuro2A IGF-stimulated pAkt S473 HTRF, 20 min; stronger effect = lower value; activity change, % for hits at 50 µM; 360,000 compounds, 0.32% hits; in the data active means activity change below about -80%; inconclusive means mostly about -51% to -80%; further: on the % scale 0 is the no-effect control and ±100 the full control effect
#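 Neuro2A cells (4,500/well, DMEM with 0.5% FBS) were treated with compound at a single 50 µM final concentration, stimulated with 6 nM IGF for 20 min at 37 °C, and lysed. Phospho-Akt Ser473 was read by HTRF as 665/615 ratio ×10^4.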
# HepG2 viability: HepG2 cytotoxicity, counter-screen for TGF-b inhibitors; HepG2 CAGA-GFP viability, ATP luminescence, 18 h; Potency, µM (doses to about 46.1 µM), inactives show top-dose activity change, negative = cytotoxicity, usual class: cytotoxic; 410,000 compounds, 0.76% hits; AID 588856; further: potency means the concentration at half of the fitted maximal effect; some results filed as inactive show a strong effect at the top dose
#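 CellTiter-Glo luminescence gave cytotoxicity after 18 hours at 37 degrees C. The cells were HepG2 CAGA-GFP in 1% FBS DMEM, stimulated with 500 pg/mL TGF-beta after compound addition. %Activity was normalised to no-cell wells (complete cell-killing) and DMSO (no toxicity), and curves were fitted and classified.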
# Nrf2 ARE act: activators of Nrf2 (ARE) signaling; AREc32 ARE-luciferase reporter (MCF7-derived line), luminescence, 24 h; Potency, µM (doses to about 46.1 µM), without a hit: top-dose activation, usual class: activators; 410,000 compounds, 0.31% hits; further: potency means the concentration at half of the fitted maximal effect; % of control where 0% means no effect; nearly all actives have a fitted effect of over 65% in size
#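 ARE activation measured as luciferase luminescence (Steady-Glo, 30 min RT) in AREc32_Fluc cells after 24 hr compound exposure at 37 deg C, 5% CO2; cells seeded overnight at 1000/well in OPTI-MEM, 5% FBS.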
# TGFb SMAD3 inh: inhibitors of TGF-b signaling | HepG2 CAGA-GFP TGF-b/SMAD3 reporter, GFP fluorescence, 18 h; TGF-beta stimulated, 500 pg/mL final | Potency, µM (highest dose often 46.1 µM), for inactives: at the highest dose activity, negative = inhibition, usual class: inhibitors | 410,000 compounds, 1.2% hits; further: potency means the concentration at half of the fitted maximal effect; on the % scale 0 is the no-effect control and ±100 the full control effect; nearly all actives have a fitted effect of over 65% in size
#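 Read-out: total well GFP (ex488/em500-530) summed from mean per-cell fluorescence. Cells: HEPG2 CAGA-GFP, 1% FBS DMEM, 18 h at 37 degrees C with 500 pg/mL final TGF-beta. Unstimulated wells served as the full-inhibition control; stimulated DMSO wells = 0%.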
# A549 tox: kills or reduces viability of A549 cells in Nrf2 counter-screen; AID 504648; Potency, µM (titrated, usually from 46 µM), for inactives: top-dose activity change, negative = cytotoxicity, actives largely listed as inhibitors; A549 ARE-Fluc cells, CellTiter-Fluor viability, 18-24 h; 390,000 compounds, 0.16% hits; further: potency means the concentration at half of the fitted maximal effect; on the % scale 0 is the no-effect control and ±100 the full control effect
#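 A549 ARE_Fluc cells in 5% FBS OPTI-MEM were exposed to compounds in concentration-response for 18-24 h at 37 deg C. Viability was read by CellTiter-Fluor fluorescence (Ex 405/Em 525) after 30 min, before the luciferase read.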
# CCT chaperon mod: cytosolic chaperonin activity modulation. purified chaperonin ATPase assay, HTRF ADP detection, 30 min. activity change, % (test concentration not listed), hits read low. 360,000 compounds, 0.3% hits. AID 651819; in the data active means activity change below about -30%; further: on the % scale 0 is the no-effect control and ±100 the full control effect
#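 We incubate TRiC, 40 or 20 nM final, with library compounds at 76 uM and 10 uM ATP for 30 min at 37 °C. ADP formed is detected with Transcreener HTRF reagents after 30 min at room temperature.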
# Abeta rescue: compounds reversing amyloid beta toxicity in yeast; Potency, µM (titrated, usually from 46.1 µM), for the others: at the top dose growth rescue, hits mostly activators; 410,000 compounds, 0.063% hits; yeast expressing A-beta42, growth rescue, OD600, 48 h; response scale: 0% DMSO, 100% iron-clioquinol control; AID 1347071; further: potency means the concentration at half of the fitted maximal effect; nearly all actives have a fitted effect of over 55% in size
#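 Yeast A-beta toxicity model in growth medium with pinned compounds, 48 h at 30 C; growth read as absorbance at 600 nm. Normalized to FeCl3/clioquinol equimolar mix (positive) and DMSO (negative).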
# Starred values were filed as active, the others as inactive; i = inactive; ? = inconclusive; . = no result given; & = joins results of further samples; [ ] = another dose, or the depositor's remark. Unless noted, the call rests on the fitted dose curve; in most records, active means well fitted curve in the direction sought with a large enough effect; inconclusive means small, poorly fitted or top-dose-only effect, or another doubt; inactive means no such curve, though single readings can be large; an effect the other way counts as inactive or inconclusive. Some of the compounds tested; count on the stated rates, not on these rows.
SMILES,Nrf2 inh,Mm-Cpn inhibitor,Akt phos inh,HepG2 viability,Nrf2 ARE act,TGFb SMAD3 inh,A549 tox,CCT chaperon mod,Abeta rescue
O=C(NCc1ccccc1)c1cccn(Cc2cccc(Cl)c2)c1=O,-9%,-1%,i,-28%,7.1%,-23%,2%,-5.3,6%
Cc1nc2n(c(=O)c1CCN1CCC(c3noc4cc(F)ccc34)CC1)CCCC2,5%,-3%,i,-14%&-22%,-1.1%,?,-7%,-0.4,-12%
CN1C(=O)N(C)C(=O)C(CCc2ccccn2)(CCc2ccccn2)C1=O,?,0%,i,-3%,-1.1%,17%,-2%,1.5,-6%
CC1CCCC(C)N1C(=O)CSc1nc2c(c(=O)n(C)c(=O)n2C)n1C (configuration not stated),1%,?,i,7%,-0.8%,1%,-7%,-0.4,-13%
CCOC(=O)C(O)(c1ccc(N(CC)C(=O)OC)cc1)C(F)(F)F (configuration not stated),-2%,2%,i,-6%,-0.3%,13%,2%,1.4,25%
c1ccc(C2(N3CCCCC3)CCCCC2)cc1,7%,0%,i,1%,0.0%,12%,-4%,-3.6,-17%
CSCCC(c1nnnn1C1CCCCC1)N1CCC2(CC1)C(=O)NCN2c1ccccc1 (configuration not stated),.,.,i,-9%,0.0%,?,.,-0.7,-8%
COc1ccc(C2CC(=O)Nc3cc4c(cc32)OCO4)c(OC)c1 (configuration not stated),?,.,.,-14%,3.1%,.,-8%,.,-18%
O=[N+]([O-])c1ccc(C2C3C(c4ccccc4)=NC4(CCCCC4)N32)cc1 (configuration not stated),-7%,0%,i,-6%,-1.0%,-4%,-11%[1.84 µM],-3.0,3%
c1cc2c(cc1C1OCC3C(c4ccc5c(c4)OCO5)OCC13)OCO2 (configuration not stated),-13%,2%,i,-16%,3.1%,-2%,3%,1.5,-51%[inhibitor]

# Three compounds already listed, sorted by SMILES length, smallest number first.
SMILES,Nrf2 inh,Mm-Cpn inhibitor,Akt phos inh,HepG2 viability,Nrf2 ARE act,TGFb SMAD3 inh,A549 tox,CCT chaperon mod,Abeta rescue
COc1ccc(C2CC(=O)Nc3cc4c(cc32)OCO4)c(OC)c1 (configuration not stated),?,.,.,-14%,3.1%,.,-8%,.,-18%
c1cc2c(cc1C1OCC3C(c4ccc5c(c4)OCO5)OCC13)OCO2 (configuration not stated),-13%,2%,i,-16%,3.1%,-2%,3%,1.5,-51%[inhibitor]
Cc1nc2n(c(=O)c1CCN1CCC(c3noc4cc(F)ccc34)CC1)CCCC2,5%,-3%,i,-14%&-22%,-1.1%,?,-7%,-0.4,-12%

# (cont.)
SMILES,Nrf2 inh,Mm-Cpn inhibitor,Akt phos inh,HepG2 viability,Nrf2 ARE act,TGFb SMAD3 inh,A549 tox,CCT chaperon mod,Abeta rescue
CCOc1cc(/C=C2\C(=O)NC(=O)N(CCc3ccc(F)cc3)C2=O)ccc1O,10%,0%,i,1%,-1.6%,28%,6%,0.0,11%
COc1cc(/C=C2\C(=O)NC(=O)N(CCc3ccc(F)cc3)C2=O)ccc1O,-2%,2%,i,-1%,1.2%,-4%,2%,0.7,-12%
COC(=O)C1=C(c2ccc(OC(F)(F)F)cc2)C[C@@H]2CC[C@H]1N2C(=O)N1CCOCC1,-11%,0%,i,-25%,3.3%,-13%,-3%,-0.6,10%
C[C@H]1OC[C@@H](C[N+](C)(C)C)O1,-3%,-1%[15.4 µM],i,-5%,0.2%,1%,-1%,-8.0,0%
CN1CCN(c2ccc(/C=C3\C(=O)NC(=S)N(c4cccc(Br)c4)C3=O)o2)CC1,-10%,-3%,i,-3%,13%,43%[activator],?,-1.8,-10%
Fc1ccccc1CNC1CN2CCC1CC2 (configuration not stated),5%,1%,i,-15%,0.1%,1%,1%,-1.3,-14%
C=C1C2C[C@@]3([C@@H]1O)[C@@H](C[C@@H]2O)[C@@]12C4[C@@H]3C[C@@H]1[C@@](C)(CC[C@@H]2O)CN4CC,10%,-1%,i,-6%,-1.3%,5%,-7%,-1.9,-5%
COc1ccc(/C=C/C(=O)c2c(O)n(CCC3=CCCCC3)c(=O)[nH]c2=O)cc1,?,0%,i,-12%,4.1%,-2%,-4%,0.8,-19%
Nc1c2c(nc3ccccc13)CCN(Cc1ccccc1)C2,4%,2%,i,-4%,-0.8%,-3%,7%,-0.3,-15%
Cc1cccc(NC(=O)N2C[C@H]3C[C@@H](C2)c2cccc(=O)n2C3)c1,10%,0%,i,-2%,-0.8%,-4%,10%,0.3,7%
CCOC(=O)c1ccccc1NC(=O)c1c(O)[nH]c(=O)[nH]c1=O,-5%,.,i,-18%,-0.1%,-3%,8%,-1.7,-4%
O=C1CC(=O)N(c2cccc(C(F)(F)F)c2)C(=O)N1,1%,-3%,i,-39%,0.2%,-13%,5%,-1.5,-8%
Fc1ccc(Cn2nnnc2C(c2ccc(F)cc2)N2CC=C(c3ccc(F)cc3)CC2)cc1 (configuration not stated),3%,0%,i,0%,0.1%,-3%,0%,1.3,-2%
O=S1(=O)CC2(N3CCOCC3)CCCCCCC21 (configuration not stated),.,0%,i,2%,-0.1%,1%,-5%,-2.2,-4%
O=C(Nc1nccs1)c1c(O)c2c(n(Cc3ccco3)c1=O)CCCC2,-3%,1%,i,22%,2.5%,9%,14%,-0.7,-16%
CCOc1ccc(NC(=O)C(=S)NC2CCCCC2)cc1,-6%,1%,i,4%,3.4%,?,1%,-0.8,4%
COc1ccc(OC)c(NC(=O)N2C[C@H]3C[C@@H](C2)c2cccc(=O)n2C3)c1,-3%,-2%,i,-8%,-0.7%,-8%,11%,2.3,-19%
CNC(=O)O/N=C/c1nn(C(=O)C(C)(C)C)cc1Br,10%,2%,i,8%,-0.2%,1%,-16%,-1.4,19%
CCNc1ccc(P(=S)(N(C)C)N(C)C)cc1,9%,-1%,i,7%,0.1%,-4%,8%,0.9,2%
O=C1NC(c2cc3ccccc3nc2Cl)Nc2ccccc21 (configuration not stated),-27%,-2%,i,12%,1.5%,-9%,1%,-0.2,1%
CN(C)CCN=Cc1c(O)n(Cc2ccco2)c(=O)[nH]c1=O,7%,-3%,i,-1%,-0.8%,0%,-2%,-3.0,8%
CN(C/N=C(\N)N[N+](=O)[O-])S(=O)(=O)c1ccccc1,-5%,4%,i,-30%,0.4%,-7%,27%,-2.7,4%
Nc1ccc2ccccc2c1,?,.,i,5%,4.2%,5%,-1%,2.7,-15%
O=c1[nH]c(=S)n(C2CC2)c(O)c1/C=N/N1CCOCC1,6%,-5%,i,11%,-0.3%,-3%,-6%,0.7,-5%
COC(=O)Cn1cc(/C=C2\C(=O)NC(=O)N(c3ccc(OC)cc3)C2=O)c2ccccc21,1%,0%,i,-28%,0.6%,13%,10%,-0.3,-14%
COC(=O)[C@@]1(Cc2ccc(F)cc2)[C@H]2c3cc(C(=O)N(C)C)[nH]c3C[C@H]2CN1C(=O)c1ccccc1,-9%,1%,i,-20%,4.9%,-29%,-2%,-1.8,1%
CCC1(NS(=O)(=O)c2ccc(N)cc2)C(=O)N(C)C(=O)N(C)C1=O,-18%,.,i,-3%,-0.2%,?,-14%,1.1,11%
C[C@]12CC[C@H](O)CC1=CCC1C2CC[C@@]2(C)C1C[C@@H]1CC(=O)O[C@@H]12 (some centres not stated),18µM*,2%,i,-12%,0.4%,-1%,3%,0.7,-24%
O=Cc1c(C(=O)O)n(Cc2ccc(Cl)cc2)c2ccccc12,3%,1%,i,10%,0.2%,38%[activator],-5%,-0.5,5%
CC(=O)c1c(C)n(C2CCCCC2)c2ccc(O)cc12,-24%,3%,i,-1%,0.0%,8%,0%,-3.5,-11%
CCOC(=O)[C@]12Cc3cc(C)ccc3[C@H]1N(CCC(=O)OC)C(=O)c1ccccc12,.,.,i,.,-2.4%,.,.,0.0,-26%
CC[C@]12CC[C@H](O)CC1=CCC1C2CC[C@]2(C)C(=O)CCC12 (some centres not stated),?,-5%,i,-13%,0.9%,-22%,1%,-0.5,-38%[inhibitor]
COc1ccc(N2C(=O)CC(N3CCC(n4c(=O)[nH]c5ccccc54)CC3)C2=O)cc1 (configuration not stated),.,0%,i,29%,-0.7%,-7%,0%,-1.8,-52%[inhibitor]
O=C1CN=C(c2ccccc2)c2cc([N+](=O)[O-])ccc2N1,.,-3%,i,-9%,-0.5%,1%,-11%,-2.8,-18%
O=C(c1cccc(N2CCCC2=O)c1)N1CCC2(CC1)OCCO2,21%,0%,i,5%,-0.2%,1%,0%,1.1,6%
C#CC(CC)(CC)NC(=O)Nc1ccc(OCC)cc1,?,1%,i,-1%,0.3%,2%,-1%,0.7,-4%
Cc1cccc(CN2CCCC(C(=O)c3ccc(C(F)(F)F)cc3)C2)n1 (configuration not stated),21%,-2%,i,-32%,3.2%,?,-3%,-0.2,-2%
CCN1CCC(N(C)C2CCCCC2)CC1,3%,-3%,i,1%,-0.6%,7%,-16%,0.0,2%
CC1=CC(=O)C2=C(C)C[C@H](O)[C@@H]3[C@H](OC(=O)[C@H]3C)[C@@H]12,3%,-1%,i,0%,-0.7%,?,0%,-0.3,-24%
COc1cccc(N2CCN(Cc3cccc(Cl)c3)CC2)c1,9%,-3%,i,-12%,-0.9%,1%,0%,-1.9,8%
COc1ccc(S(=O)(=O)N(CC(=O)NCc2ccccc2OC)c2ccc(C)cc2)cc1,.,.,.,-16%,-0.6%,?,-15%,.,-19%
Cn1cnc([N+](=O)[O-])c1Sc1ccc([N+](=O)[O-])cc1,9.2µM*,-2%,i,-33%,18%,-9%,?,0.3,-23%
